Compound activity as filed in PubChem BioAssay.
FUS yeast rescue = FUS proteinopathy suppression in yeast | S. cerevisiae FUS-expressing, growth rescue, OD600, 24 h | Potency, µM (titrated, usually from 76.6 µM), inactives show at the top dose growth rescue (activation), usual class: activators | hit rate 0.24% among 390,000 | AID 1347120;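 note: potency is the fitted concentration of half-maximal effect; plate controls were DMSO vehicle for no effect and reference control for full effect; nearly all actives have a fitted effect of over 55% in size; some results filed as inactive show a strong effect at the top dose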
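Read-out: OD at 600 nm after 24hr at 30C, reporting rescue of FUS-induced yeast toxicity. Cells at OD 0.005 in galactose (2%) minimal medium; compounds tested in a dilution series; CP55940 titration from 92uM final as control.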
TDP43 rescue = rescues yeast growth from TDP-43 toxicity; TDP-43 expressing yeast growth rescue, BacTiter-Glo, 24 h; Potency, µM (top dose mostly 46.1 µM), for the others: at the top dose growth rescue (activation), hits mostly activators; hit rate 1.8% among 410,000; note: potency is the fitted concentration of half-maximal effect; % of control where 0% means no effect; nearly all actives have a fitted effect of over 50% in size
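Cell-based yeast growth screen: TDP-43 expression induced in galactose, inoculum OD600=0.02 after raffinose pregrowth to mid-log. Read-out BacTiter-Glo luminescence at 24 hr, 30 deg C; inhibition of toxicity seen as signal increase.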
pAkt inh = inhibitors of Akt phosphorylation; Neuro2A IGF-stimulated pAkt S473 HTRF, 20 min; stronger effect = lower value; activity change, % for hits at 50 µM; hit rate 0.32% among 360,000; in the data active = activity change below about -80%; inconclusive = mostly about -51% to -80%; note: % is set by controls: 0 for no effect and ±100 for the full control effect
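Neuro2A cells (4,500/well, DMEM with 0.5% FBS) were treated with compound at a single 50 µM final concentration, stimulated with 6 nM IGF for 20 min at 37 °C, and lysed. Phospho-Akt Ser473 was read by HTRF as 665/615 ratio ×10^4.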
GLP-1R inv ag = GLP-1 receptor (human) inverse agonism | HEK293 GLP-1R CRE-luciferase, luminescence, 24 h; GLP-1R form is constitutively active | Potency, µM (titrated, usually from 38.3 µM), without a hit: at the highest dose activity change, negative = inhibition, most hits filed as inhibitors | hit rate 1.6% among 410,000 | AID 624417; note: potency is the fitted concentration of half-maximal effect; % is set by controls: 0 for no effect and ±100 for the full control effect; nearly all actives have a fitted effect of over 55% in size
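Inverse agonists were sought by their lowering of basal cAMP reporter luciferase output in HEK293 cells stably carrying constitutively active human GLP-1R, after 24 h compound treatment.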
GLP-1R agonist = activates the human GLP-1 receptor; Potency, µM (doses to about 45.6 µM), for the others: at the highest dose activation, hits mostly activators; HEK293 GLP-1R CRE-luciferase, luminescence, 4-6 h; cells express a hypersensitive GLP-1R form; hit rate 0.007% among 380,000; P43220; AID 624172; note: potency is the fitted concentration of half-maximal effect; % of control where 0% means no effect
aSyn yeast inh = inhibitors of alpha-synuclein toxicity in yeast; AID 652106; hit rate 0.14% among 370,000; Yeast expressing alpha-synuclein, growth rescue, BacTiter-Glo, 24 h; Potency, µM (series often up to 46.1 µM), for the others: at the highest dose growth rescue (activation), most hits filed as activators; note: potency is the fitted concentration of half-maximal effect; % of control where 0% means no effect; nearly all actives have a fitted effect of over 65% in size
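Screening used galactose-induced yeast with toxic alpha-synuclein levels, exposed to compound for 24 hr at 30 deg C. Cell growth, read with BacTiter-Glo luminescence, gave the measured signal.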
DRD3 antagonist = antagonists of human D3 dopamine receptor. D3R cells, DiscoveRx beta-arrestin luminescence, antagonist mode; stronger effect = lower value. AID 652054. P35462. max response, negative = inhibition, %. hit rate 2.5% among 360,000; in the data active = max response below about -50%; inconclusive = no clear call, values can overlap the other calls; note: % is set by controls: 0 for no effect and ±100 for the full control effect; mostly tested at two doses, the higher about 12 µM
Target sequence (P35462 whole entry, looked up): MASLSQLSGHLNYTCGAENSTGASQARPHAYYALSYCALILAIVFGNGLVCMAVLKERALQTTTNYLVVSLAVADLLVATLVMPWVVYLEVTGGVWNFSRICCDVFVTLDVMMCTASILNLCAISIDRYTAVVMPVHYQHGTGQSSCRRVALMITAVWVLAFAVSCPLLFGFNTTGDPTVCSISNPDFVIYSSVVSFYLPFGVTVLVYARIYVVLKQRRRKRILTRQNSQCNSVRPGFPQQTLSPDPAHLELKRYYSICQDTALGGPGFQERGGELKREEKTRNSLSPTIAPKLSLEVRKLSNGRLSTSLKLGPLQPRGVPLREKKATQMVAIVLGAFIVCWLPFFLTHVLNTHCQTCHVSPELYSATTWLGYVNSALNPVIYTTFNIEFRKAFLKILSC
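Cells expressing the human receptor were seeded at 1500 cells/well, incubated overnight at 37 degrees C in 5% CO2, then exposed to library compounds with dopamine controls for 90 minutes at 37 degrees C before luminescent detection.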
Abeta yeast res = compounds reversing amyloid beta toxicity in yeast; yeast expressing A-beta42, growth rescue, OD600, 48 h; response scale: 0% DMSO, 100% iron-clioquinol control; Potency, µM (series often up to 46.1 µM), inactives show at the highest dose growth rescue, actives largely listed as activators; hit rate 0.063% among 410,000; note: potency is the fitted concentration of half-maximal effect; nearly all actives have a fitted effect of over 55% in size
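Yeast A-beta toxicity model in growth medium with pinned compounds, 48 h at 30 C; growth read as absorbance at 600 nm. Normalized to FeCl3/clioquinol equimolar mix (positive) and DMSO (negative).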
PTHR1 ag = activates the human parathyroid hormone receptor PTHR1; HEK293 GP2 PTHR1 cells, GloSensor cAMP luminescence, 1 h; Potency, µM (titrated, usually from 115 µM), without a hit: at the top dose activation, usual class: activators; hit rate 0.075% among 410,000; AID 743266; note: potency is the fitted concentration of half-maximal effect; nearly all actives have a fitted effect of over 55% in size; some results filed as inactive show a strong effect at the top dose; inactives centre near -15; many of its hits are not listed in these tables
Target sequence (Q03431 whole entry, looked up): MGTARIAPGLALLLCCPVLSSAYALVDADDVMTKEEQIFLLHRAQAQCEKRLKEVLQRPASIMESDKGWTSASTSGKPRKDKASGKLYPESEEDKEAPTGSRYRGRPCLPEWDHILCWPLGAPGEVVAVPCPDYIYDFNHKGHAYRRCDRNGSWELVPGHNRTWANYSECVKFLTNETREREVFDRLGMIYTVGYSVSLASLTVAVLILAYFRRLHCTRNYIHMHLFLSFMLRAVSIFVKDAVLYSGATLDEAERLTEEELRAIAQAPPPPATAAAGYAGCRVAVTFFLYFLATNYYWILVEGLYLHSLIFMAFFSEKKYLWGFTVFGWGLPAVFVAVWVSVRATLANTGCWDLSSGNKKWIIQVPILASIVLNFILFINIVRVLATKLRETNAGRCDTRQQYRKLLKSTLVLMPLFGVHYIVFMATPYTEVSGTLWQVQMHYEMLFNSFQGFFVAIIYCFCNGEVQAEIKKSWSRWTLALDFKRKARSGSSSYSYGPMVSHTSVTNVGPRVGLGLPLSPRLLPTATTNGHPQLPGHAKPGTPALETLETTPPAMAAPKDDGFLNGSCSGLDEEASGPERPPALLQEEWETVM
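HEK-293-derived GP2 cells expressing PTHR1 and a GloSensor cAMP reporter, 3,000/well, plated overnight, given luciferin plus IBMX (each 0.5 mM as added) for 1 h at 37 °C, then compound for 1 h at 37 °C. Luminescence was read after 15 min at room temperature.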
Numbers without * were called inactive; i = inactive; ? = inconclusive; nt = not tested or not shown; & = joins results of further samples; [ ] = remark or other dose. Unless noted, calls come from the whole dose curve; as a rule, active = well fitted curve in the direction sought with a large enough effect; inconclusive = small, poorly fitted or top-dose-only effect, or another doubt; inactive = no such curve, though single readings can be large; an effect the other way counts as inactive or inconclusive.

Order of values: FUS yeast rescue | TDP43 rescue | pAkt inh | GLP-1R inv ag | GLP-1R agonist | aSyn yeast inh | DRD3 antagonist | Abeta yeast res | PTHR1 ag
- CCc1nnc(NC(=O)c2nc(SCc3ccccc3C)ncc2Cl)s1
 : 35% | ? | nt | 4% | nt | nt | nt | -10% | -23%
- COc1cccc(CNc2nccs2)c1O
 : -3% | -4% | i | 9% | 0% | 0% | 13 | 1% | i
- O=C(Nc1cccnc1)c1cccnc1Cl
 : 14% | 12% | i | 0% | -7% | 2% | 7 | 3% | i
- CCOCCOC(NC(=O)c1ccccc1)(C(F)(F)F)C(F)(F)F
 : nt | 0% | i | 1% | -1% | 6% | 7 | 0% | i
- COc1ccc(NC(=O)c2cc(-c3cc(F)ccc3OC)n[nH]2)c(OC)c1
 : 44% | 20µM* | i | ? | -4% | -17% | 65 | -45%[inhibitor] | -18%
- Cc1ccc(S(=O)(=O)Oc2cccc([N+](=O)[O-])c2)cc1
 : -9% | ? | i | ? | 16% | ? | -9 | 10% | i
- COCCN(C(=O)COC(=O)C1CC1)c1c(N)n(Cc2ccccc2)c(=O)[nH]c1=O
 : -7% | 11% | i | 7% | -23% | 3% | -18 | 7% | -7%
- Cc1ccc(C(=O)COC(=O)CN2C(=O)C3C4CCC(C4)C3C2=O)cc1C (configuration not stated)
 : 22% | 18% | i | 1% | -1% | 14% | 13 | 12% | -8%
- CC(=O)Nc1nnc(-c2c(-c3ccccc3Cl)noc2C)o1
 : 1% | -4% | i | 9% | 1% | -1% | 9 | -11% | -2%
- CC(=O)c1cccc(S(=O)(=O)Nc2cccnc2)c1
 : -3% | 0% | i | 1% | 2% | -3% | -21 | -4% | i
- CC(C)OCCCn1c(SC(C)C(=O)NC2CC2)nc2ccccc2c1=O (configuration not stated)
 : 18% | -2% | i | 9% | -2% | -4% | -9 | -2% | -21%
- O=C(COc1ccc(/C=N/NC(=O)c2ccccc2)cc1)Nc1ccc([N+](=O)[O-])cc1
 : 20% | 11% | i | 6% | -10% | -1% | -7 | 4% | i
- COc1ccc(N2C(=O)NC(NC(=O)C(C)(C)C)(C(F)(F)F)C2=O)cc1 (configuration not stated)
 : -8% | 2% | i | 3% | -5% | -3% | 3 | 3% | 5%
- CC/C(=N/Nc1ccccc1)c1cnnc(SC)n1
 : -8% | 15% | i | -30% | 11% | 2% | -1 | -3% | 8%[57.5 µM]
- O=C(CN1C(=O)NC(Cc2c[nH]c3ccccc23)C1=O)NC1CCCCC1 (configuration not stated)
 : -28% | 14% | i | -10% | -7% | 1% | 16 | -16% | -8%
- COc1ccccc1-c1nnc(SC(C)C(=O)Nc2ccc(C(N)=O)cc2)o1 (configuration not stated)
 : -1% | 0% | i | 20% | -3% | 0% | 2 | -1% | i
- O=C(Cn1c(-c2ccccc2)noc1=O)Nc1ccc(N2CCCCCC2)cc1
 : ? | 0% | i | 0% | -2% | 14% | -16 | 33% | -1%[57.5 µM]
- O=C(CSCc1ccc(F)cc1)Nc1nc2c(s1)CCCC2
 : -25% | 14µM* | i | ? | -6% | 12% | 21 | 19% | i
- Cc1ccccc1Nc1ccc(S(=O)(=O)N2CCOCC2)cc1[N+](=O)[O-]
 : 20% | 25% | i | ? | 4% | 2% | -2 | -10% | -50%[inhibitor]
- CN(C)S(=O)(=O)c1cccc(NC(=O)c2cccc(N3C(=O)CCC3=O)c2)c1
 : 1% | 10% | i | 10% | -1% | 1% | -10 | 5% | i
- O=C1CC(Cc2ccccc2)C(=O)N1Cc1ccco1 (configuration not stated)
 : 14% | 11% | i | -16% | -4% | 5% | -6 | 12% | 0%[57.5 µM]
- CCn1cc(C(=O)NC2CCCCC2C)c(=O)c2ccc(C)nc21 (configuration not stated)
 : 10% | 14% | i | 1% | 6% | 3% | 2 | 9% | -67%[inhibitor]
- Oc1ccc(N2CCN(CC(O)c3ccccc3)CC2)cc1 (configuration not stated)
 : 22% | -19% | i | ? | 10% | 1% | 2 | 10% | i
- CCCOC(=O)C1[C@H]2C(=O)N(CCCOC)C[C@]23C=C[C@H]1O3 (some centres not stated)
 : 17% | -17% | i | -5% | -12% | 6% | 18 | 0% | -15%
- CC(=O)c1ccc(N2CCN(C(=O)CN3C(=O)NC4(CCCCC4)C3=O)CC2)c(F)c1
 : 3% | 1% | i | 2% | -5% | 2%[1.84 µM] | 6 | -18% | -27%
- O=C(COC(=O)c1cccc(Cl)c1)NCc1ccccc1
 : -34% | -9% | i | -12% | 18% | 3% | 7 | -6% | -15%
- O=C(NCC1CCCO1)c1nn2c(c1Cl)NC(c1ccc(F)cc1)CC2C(F)(F)F (configuration not stated)
 : 27% | 2% | i | ? | -4% | 2% | 16 | 3% | i
- Cc1ccc(-n2nnnc2CNC(=O)c2cc(C(F)(F)F)cc(C(F)(F)F)c2)cc1C
 : 14% | 10% | nt | 7% | nt | nt | nt | -14% | i
- COc1ccc(/C=C/C(=O)O)cc1S(=O)(=O)NCc1cccnc1
 : -7% | 5% | i | 33%[activator] | -4% | 2% | 19 | 13% | i
- COc1cccc(N2CCN(C(=O)Cn3nc(C)n4c(cc5c(OC)cccc54)c3=O)CC2)c1
 : 7% | 4% | nt | 0% | nt | nt | nt | -22% | -5%
- C/C(=N\NC(=O)CSCc1ccc(Cl)cc1)c1ccc(NC(=O)c2ccccc2)cc1
 : 10% | -9% | i | 2% | -4% | -5% | 2 | -5% | i
- O=C(O)c1cccc(COc2ccc3c(c2)CCC3)c1
 : -20% | ? | i | ? | -6% | -16% | 0 | -6% | -52%
- O=C(Nc1ccccc1Br)C1CC(=O)N(c2ccc3c4c(cccc24)CC3)C1 (configuration not stated)
 : nt | ? | i | 0% | 3% | 15% | 0 | 2% | -45%[inhibitor]
- COc1ccc2c(c1)-c1ccccc1S(=O)(=O)N2C
 : 4% | 11µM* | i | 0% | 11% | -6% | -7 | 29% | 21%[57.5 µM]
- COc1ccccc1NC(=O)NC1(C(=O)N2CCCCCC2)CCCCC1
 : 15% | -7% | i | -5% | -6% | -5% | 2 | 4% | -4%[57.5 µM]
- CCS(=O)(=O)N1CCC(C(=O)Nc2ccc3c(c2)CCC3)CC1
 : 3% | 3% | i | 8% | 2% | -3% | 0 | -5% | -2%
- COC(=O)COc1cc(OCC(=O)OC)c2c(-c3ccccc3)cc(=O)oc2c1
 : 18% | 21% | i | 2% | 17% | 1% | 8 | -13% | -4%
- N#Cc1cccc(-c2csc(C(O)(c3ccccc3)C(F)(F)F)n2)c1 (configuration not stated)
 : 40% | -80%[inhibitor] | i | ? | 12% | -50%[inhibitor] | 7 | 13µM* | i
- Cc1ccc(-c2noc(-c3ccc(N4CCOCC4)c([N+](=O)[O-])c3)n2)cc1
 : -2% | 3% | nt | 12% | nt | nt | nt | -19% | -18%
- CCOC(=O)/C(C#N)=C(\O)c1ccc(NC(=O)c2ccc([N+](=O)[O-])cc2)cc1
 : 3% | 12% | i | 13% | -6% | 2% | 41 | 8% | -14%

Entries shown so far that contain two or more sulfur atoms, in the order listed:
Order of values: FUS yeast rescue | TDP43 rescue | pAkt inh | GLP-1R inv ag | GLP-1R agonist | aSyn yeast inh | DRD3 antagonist | Abeta yeast res | PTHR1 ag
- CCc1nnc(NC(=O)c2nc(SCc3ccccc3C)ncc2Cl)s1
 : 35% | ? | nt | 4% | nt | nt | nt | -10% | -23%
- O=C(CSCc1ccc(F)cc1)Nc1nc2c(s1)CCCC2
 : -25% | 14µM* | i | ? | -6% | 12% | 21 | 19% | i

Of the compounds above, two contain a cyano group:
Order of values: FUS yeast rescue | TDP43 rescue | pAkt inh | GLP-1R inv ag | GLP-1R agonist | aSyn yeast inh | DRD3 antagonist | Abeta yeast res | PTHR1 ag
- N#Cc1cccc(-c2csc(C(O)(c3ccccc3)C(F)(F)F)n2)c1 (configuration not stated)
 : 40% | -80%[inhibitor] | i | ? | 12% | -50%[inhibitor] | 7 | 13µM* | i
- CCOC(=O)/C(C#N)=C(\O)c1ccc(NC(=O)c2ccc([N+](=O)[O-])cc2)cc1
 : 3% | 12% | i | 13% | -6% | 2% | 41 | 8% | -14%

Continued.
Order of values: FUS yeast rescue | TDP43 rescue | pAkt inh | GLP-1R inv ag | GLP-1R agonist | aSyn yeast inh | DRD3 antagonist | Abeta yeast res | PTHR1 ag
- Cc1cc(OCCOCCN(C)CCO)cc(C)c1Cl
 : -15% | 1% | i | ? | 10% | 2% | -18 | 5% | i
- COc1ccc2[nH]cc(CCNC(=O)Nc3ccccc3C)c2c1
 : 6%&-8% | -7% | i | ? | 4%&-1% | 19%&-8% | -9 | 20%&18% | -8%&-22%
- COC(=O)c1cc2oc(C)cc2n1CC(=O)N(C)c1ccccc1
 : 22% | -1% | nt | -19% | -2% | 0% | 9 | 9% | -2%[57.5 µM]
- O=C(COC(=O)Cc1c(F)cccc1Cl)NC(=O)Nc1ccccc1F
 : nt | 0% | i | -10% | -16% | 0% | 1 | 15% | i
- CCOc1cc(C(=O)NC(C)Cc2cccs2)cc(OCC)c1OCC (configuration not stated)
 : -32% | 1% | i | -20% | 4% | 0% | 4 | -3% | -13%
- CC(Sc1nnnn1-c1ccc(O)cc1)C(=O)NC1CCCCC1C (configuration not stated)
 : nt | 3% | i | ? | 6% | 0% | 7 | -4% | -44%[inhibitor]
- CC(C)NC(=O)c1ccc2c(=O)n(C3CCCC3)c(=S)[nH]c2c1
 : 15% | -6% | i | 4% | 0% | -1% | 9 | 24% | i
- COc1ccc(NC(=O)c2cc(-c3ccc(F)cc3OC(C)C)n[nH]2)cn1
 : -1% | 15% | i | ? | 0% | -19% | -10 | 12% | i
- CC(=O)Nc1ccc(S(=O)(=O)Nc2nc3ccccc3nc2Nc2ccc(O)c(C(=O)O)c2)cc1
 : 13% | 10% | i | 3% | 0% | 1% | 1 | 6% | -19%

Not all compounds are listed; the hit share may differ from the screen's.
